Screening results deposited in PubChem BioAssay by National Center for Advancing Translational Sciences (NCATS).
BRCA1 expr up – activators of BRCA1 expression; 1.1% of 380,000 active; MCF7-BRCA1-FFLuc reporter, luminescence, 48 h; response scale: scaled: vehicle 0%, 10 µM genistein 100%; Potency, µM (highest dose often 46.1 µM), for the others: at the highest dose activation, usual class: activators; AID 624202; also: nearly all actives have a fitted effect of over 80% in size; some results filed as inactive show a strong effect at the top dose
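Luminescence from a BRCA1-driven firefly luciferase in MCF7 cells was the read-out, taken 15 min after substrate addition following 48 h compound exposure at 37 °C. Data were normalized to a 10 microM genistein control and DMSO vehicle.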
uPA generation – inhibitors of cell surface uPA generation. 0.31% of 330,000 active. AID 540303. cell surface uPA generation assay, qHTS. Potency, µM (titrated, usually from 38.3 µM), without a hit: at the top dose activity change, negative = inhibition, hits mostly inhibitors; active = well fitted inhibition curve with a large enough effect; inconclusive = small, poorly fitted or top-dose-only effect; inactive = no such curve, though single readings can be large or run the other way; tested in mouse RAW 264.7 cells; also: % is scaled to controls: 0 for no effect and ±100 for the full control effect; nearly all actives have a fitted effect of over 55% in size
p53 reactivator – restores transcriptional activity of mutant p53; H1299 p53-A138V BP100-luciferase reporter, luminescence, 24 h; Potency, µM (doses to about 92.2 µM), for inactives: at the top dose activity change, positive = activation, most hits filed as activators; 0.063% of 320,000 active; AID 504706; also: % of control where 0% means no effect; nearly all actives have a fitted effect of over 45% in size
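p53-null H1299 cells stably carrying temperature-sensitive p53-A138V and a BP100-luciferase reporter were pinned with compounds (4-point, 1:5 series) and held 24 hrs at 37 deg C. Luminescence was read 10 min after detection reagent.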
ELG1 genotoxic – inducers of genotoxicity in HEK293T ELG1-luciferase cells | HEK293T ELG1-luciferase reporter, luminescence, 16 h | Potency, µM (series often up to 46 µM), for the others: at the top dose activity change, positive = activation, usual class: activators | 1.3% of 330,000 active; also: % of control where 0% means no effect; nearly all actives have a fitted effect of over 60% in size
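Screening used a luciferase reporter fused to human ELG1 in HEK293T cells. Luminescence was read on a CCD plate imager after 16 hr exposure and 30 min ONE-Glo incubation.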
An asterisk follows results filed as active. Unless noted, calls follow the shape of the dose curve; as a rule, active = well fitted activation curve with a large enough effect; inconclusive = small, poorly fitted or top-dose-only effect; inactive = no such curve, though single readings can be large or run the other way. Potency is read from the fitted curve at half-maximal effect.

For COc1ccc(Cl)cc1-c1nc(SCC(=O)N(C)C2CCS(=O)(=O)C2)n[nH]1 (configuration not stated) the results were BRCA1 expr up -32%, uPA generation 3%, p53 reactivator 8% and ELG1 genotoxic 0%.
For Cc1cc(=O)[nH]c(SCC(=O)N2CC3(C)CC2CC(C)(C)C3)n1 (configuration not stated) the results were BRCA1 expr up 3%, uPA generation 1%, p53 reactivator -3% and ELG1 genotoxic 0%.
Screening N#Cc1ccccc1OCC(=O)NNC(=O)CCNC(=O)c1ccccc1 returned BRCA1 expr up 0%, uPA generation -2%, p53 reactivator 8% and ELG1 genotoxic 1%.
For COc1ccc(-c2sc3ccccc3c2C#Cc2cncn2C)cc1 the results were BRCA1 expr up 0%, uPA generation -25%, p53 reactivator -3% and ELG1 genotoxic -1%.
Screening COc1ccc(CC(=O)OCC(=O)c2ccc(F)cc2)cc1 returned BRCA1 expr up -7%, uPA generation -2%, p53 reactivator -3% and ELG1 genotoxic -3%.
Cc1ccc(C)c(NC(=O)COC(=O)c2ccc[n+]([O-])c2)c1 was read as BRCA1 expr up -15%, uPA generation 2%, p53 reactivator 1% and ELG1 genotoxic 0%.
Screening CC[C@@]1(C(=O)OC)N[C@H](CN(C)C(=O)c2ccccc2)[C@@H]2C(=O)N(C)C(=O)[C@@H]21 returned BRCA1 expr up -7%, uPA generation 6%, p53 reactivator 1% and ELG1 genotoxic 2%.
CCCCn1c(=S)[nH]c2cc(S(=O)(=O)N3CCOCC3)ccc21 was read as BRCA1 expr up 2%, uPA generation inconclusive, p53 reactivator -6% and ELG1 genotoxic 0%.
For CC(NC(=O)COC(=O)CCC(=O)c1ccc(F)cc1)c1ccccc1 (configuration not stated) the results were BRCA1 expr up -6%, uPA generation 4%, p53 reactivator -2% and ELG1 genotoxic 2%.
`COc1ccc(Cc2cc(NCc3ccccc3)c3ncn(C(C)C)c3c2)cc1` gave BRCA1 expr up -18%, uPA generation -5%, p53 reactivator 1% and ELG1 genotoxic 0%.
Screening CC(C)(C)OC(=O)C[C@H]1C/C=C\C[C@@H](CC(=O)N[C@@H](CO)Cc2ccccc2)C(=O)N2CCC[C@@H]2COC1=O returned BRCA1 expr up -2%, uPA generation 11%, p53 reactivator 4% and ELG1 genotoxic 2%.
CC(=O)N1CCN(C(=O)COC(=O)/C=C/c2ccccc2[N+](=O)[O-])CC1 was read as BRCA1 expr up -11%, uPA generation inconclusive, p53 reactivator -3% and ELG1 genotoxic 0%.

3 compounds picked at random from those above, as already listed:
For CC(NC(=O)COC(=O)CCC(=O)c1ccc(F)cc1)c1ccccc1 (configuration not stated) the results were BRCA1 expr up -6%, uPA generation 4%, p53 reactivator -2% and ELG1 genotoxic 2%.
Screening COc1ccc(CC(=O)OCC(=O)c2ccc(F)cc2)cc1 returned BRCA1 expr up -7%, uPA generation -2%, p53 reactivator -3% and ELG1 genotoxic -3%.
Screening CC[C@@]1(C(=O)OC)N[C@H](CN(C)C(=O)c2ccccc2)[C@@H]2C(=O)N(C)C(=O)[C@@H]21 returned BRCA1 expr up -7%, uPA generation 6%, p53 reactivator 1% and ELG1 genotoxic 2%.

Next part
Cc1ccc(S(=O)(=O)N(C)c2ccc(OC(=O)c3cccs3)cc2)cc1 was read as BRCA1 expr up 12%, uPA generation 0%, p53 reactivator -2% and ELG1 genotoxic -1%.
For O=S(=O)(Nc1ccccc1N1CCOCC1)c1ccccc1C(F)(F)F the results were BRCA1 expr up -22%, uPA generation 4%, p53 reactivator -7% and ELG1 genotoxic -9%.
Screening COc1cc(OC)cc(C(=O)NC(C(=O)NCCc2ccccn2)C(C)C)c1 (configuration not stated) returned BRCA1 expr up 1%, uPA generation 13%, p53 reactivator -4% and ELG1 genotoxic 0%.
`Cc1ccccc1-c1cc(C(=O)NCc2cccc(C(F)(F)F)c2)n(CC2CC(c3cccnc3)=NO2)n1` (configuration not stated) gave BRCA1 expr up -45%, uPA generation 3%, p53 reactivator -4% and ELG1 genotoxic -9%.
For CCCCn1c(N)c(N(CC)C(=O)COc2ccc(C#N)cc2)c(=O)[nH]c1=O the results were BRCA1 expr up -5%, uPA generation 3%, p53 reactivator -6% and ELG1 genotoxic 1%.
CCCCN1C(=N)N([C@@H](C)CN2CCC[C@H]2CN2C(N)=NC[C@H]2C(C)C)C[C@H]1[C@H](C)CC was read as BRCA1 expr up 4%, uPA generation 6%, p53 reactivator -2% and ELG1 genotoxic 5%.
`Cc1ccc(-c2csc(NS(=O)(=O)c3cccc(F)c3)n2)o1` gave BRCA1 expr up -12%, uPA generation -4%, p53 reactivator -4% and ELG1 genotoxic 1%.
Screening C[C@H](CO)N1C[C@H](C)[C@@H](CN(C)S(=O)(=O)c2cn(C)cn2)Oc2c(NS(=O)(=O)c3ccc(F)cc3)cccc2C1=O returned BRCA1 expr up 8%, uPA generation 1%, p53 reactivator 6% and ELG1 genotoxic 4%.
`COc1ccc(-c2sc3cc4c(cc3c2C#Cc2cncn2C)OCO4)cc1` gave BRCA1 expr up -44%, uPA generation 5%, p53 reactivator 1% and ELG1 genotoxic 3%.
Screening COc1ccccc1C(=O)NS(=O)(=O)c1ccc(C)cc1 returned BRCA1 expr up 2%, uPA generation 12%, p53 reactivator -6% and ELG1 genotoxic 1%.
For CCOC(=O)C1=CN(Cc2ccc(Br)cc2)S(=O)(=O)NC1C (configuration not stated) the results were BRCA1 expr up 0%, uPA generation -5%, p53 reactivator 7% and ELG1 genotoxic 2%.
For Cc1ccc(S(=O)(=O)N2CCOCC2)cc1NC(=O)CSc1nnc2n1CCCCC2 the results were BRCA1 expr up 9%, uPA generation 2%, p53 reactivator -4% and ELG1 genotoxic 1%.
`COC(=O)c1c(-c2ccsc2)sc2ccc(-c3cc(OC)c(OC)c(OC)c3)cc12` gave BRCA1 expr up -13%, uPA generation 6%, p53 reactivator -1% and ELG1 genotoxic -5%.
For O=C(CN1C(=O)NC2(CCc3ccccc32)C1=O)NCc1cccc(C(F)(F)F)c1 (configuration not stated) the results were BRCA1 expr up -1%, uPA generation -8%, p53 reactivator -16% and ELG1 genotoxic -1%.
`Cn1cccc1C1CCCN1CC(=O)Nc1c(Cl)cc(Cl)cc1Cl` (configuration not stated) gave BRCA1 expr up 45%, uPA generation -9%, p53 reactivator 29% and ELG1 genotoxic 1%.
`O=C(COC(=O)c1cc[n+]([O-])cc1)NC(=O)c1ccc(OC(F)F)cc1` gave BRCA1 expr up -27%, uPA generation 9%, p53 reactivator -1% and ELG1 genotoxic 3%.
CC1Cc2ccccc2N1C(=O)c1ccc(F)c(S(=O)(=O)N2CCOCC2)c1 (configuration not stated) was read as BRCA1 expr up -15%, uPA generation -5%, p53 reactivator -2% and ELG1 genotoxic -2%.
`Cc1ccc(S(=O)(=O)N(C)C[C@H]2Oc3ccc(NC(=O)C4CCCCC4)cc3C(=O)N([C@H](C)CO)C[C@H]2C)cc1` gave BRCA1 expr up -6%, uPA generation -8%, p53 reactivator 2% and ELG1 genotoxic 5%.
Screening COc1ccc(C2=CN(Cc3ccccc3)CCC2=O)cc1 returned BRCA1 expr up 24%, uPA generation -10%, p53 reactivator 21% and ELG1 genotoxic 4%.
For Cc1cccc(Nc2nnc(SCC(=O)NCC3CCCO3)s2)c1C (configuration not stated) the results were BRCA1 expr up -14%, uPA generation -6%, p53 reactivator -5% and ELG1 genotoxic -4%.
`CN(Cc1ccccc1)C(=O)c1[nH]cnc1C(=O)NC1CCN(C(=O)OC(C)(C)C)CC1` gave BRCA1 expr up 0%, uPA generation -19%, p53 reactivator -2% and ELG1 genotoxic -2%.
Screening Cc1noc(C)c1NC(=O)Nc1ccc2c(c1)C(=O)N([C@H](C)CO)C[C@H](C)[C@@H](CN(C)C(=O)Nc1ccccc1)O2 returned BRCA1 expr up -5%, uPA generation 14%, p53 reactivator 8% and ELG1 genotoxic 3%.
Screening O=C(CCN=C1NS(=O)(=O)c2ccccc21)NCc1ccccc1F returned BRCA1 expr up 27%, uPA generation -1%, p53 reactivator 1% and ELG1 genotoxic 2%.
Cc1ccc(C(=O)NCC(=O)OCC(=O)Nc2cc(S(=O)(=O)N3CCOCC3)ccc2Cl)s1 was read as BRCA1 expr up -18%, uPA generation 2%, p53 reactivator -1% and ELG1 genotoxic 1%.
For O=C(NC(=S)Nc1ccccc1Br)C1CCCCC1 the results were BRCA1 expr up 59%, uPA generation 4%, p53 reactivator inconclusive and ELG1 genotoxic 6%.
For CCCCNC(=O)C(C)N(CCN(C)C)C(=O)CCCCCN1C(=O)NC(c2ccc(Cl)cc2)C(C(=O)OCc2ccccc2)=C1C (configuration not stated) the results were BRCA1 expr up -42%, uPA generation inconclusive, p53 reactivator -9% and ELG1 genotoxic -4%.
For Cc1ccc(S(=O)(=O)/N=C2\C=C(Nc3ccc(O)cc3)C(=O)c3ccccc32)cc1 the results were BRCA1 expr up -91%, uPA generation -13%, p53 reactivator -15% and ELG1 genotoxic -12%.
Screening Cc1c(C(=O)N2CCN(S(=O)(=O)c3cccs3)CC2)oc2ccc(F)cc12 returned BRCA1 expr up -17%, uPA generation 10%, p53 reactivator -4% and ELG1 genotoxic -4%.
For COc1ccc(NS(=O)(=O)c2cc(NC(=O)C3=NN(c4ccccc4)C(=O)CC3)ccc2OC)cc1 the results were BRCA1 expr up -21%, uPA generation -11%, p53 reactivator 2% and ELG1 genotoxic -1%.
`Cc1ccc(NC(=S)NC(=O)C2CCCC2)c(Br)c1` gave BRCA1 expr up inconclusive, uPA generation -4%, p53 reactivator inconclusive and ELG1 genotoxic inconclusive.
`COc1ccc(NC(=O)N(C)C[C@H]2Oc3c(NC(=O)C4CCCCC4)cccc3C(=O)N([C@H](C)CO)C[C@@H]2C)cc1` gave BRCA1 expr up 5%, uPA generation 1%, p53 reactivator -1% and ELG1 genotoxic 3%.
`COc1ccc2[nH]c3c(c2c1)CCN1C(=O)C(CC(=O)NC(C)(C)C)C[C@H](C(=O)N2CCOCC2)[C@@]31CCC1CCCC1` (some centres not stated) gave BRCA1 expr up -32%, uPA generation 2%, p53 reactivator 7% and ELG1 genotoxic 0%.
`C[C@H](CO)N1C[C@H](C)[C@@H](CN(C)S(=O)(=O)c2cn(C)cn2)Oc2ccc(NC(=O)Cn3cnnn3)cc2C1=O` gave BRCA1 expr up -2%, uPA generation 3%, p53 reactivator 6% and ELG1 genotoxic 3%.
Screening CN(C)C(=O)CCc1ccc2c3c([nH]c2c1)[C@]1(CCc2ccccc2)[C@@H](C(=O)N2CCCCC2)C[C@H](CC(=O)NCCC2=CCCCC2)C(=O)N1CC3 returned BRCA1 expr up 2%, uPA generation 2%, p53 reactivator 4% and ELG1 genotoxic -2%.
For Cc1cc(NC(=O)CSc2nccn2-c2cccc(F)c2)no1 the results were BRCA1 expr up -1%, uPA generation 4%, p53 reactivator -1% and ELG1 genotoxic 4%.
`COC(=O)c1c(-c2ccc(N(C)C)cc2)sc2ccc(OC)cc12` gave BRCA1 expr up 7%, uPA generation -13%, p53 reactivator 3% and ELG1 genotoxic inconclusive.
Screening CCCCCCCCN1N=N[C@H]2[C@H]1[C@@H]1C[C@H]2N(C(=O)OC(C)(C)C)O1 returned BRCA1 expr up 22%, uPA generation 9%, p53 reactivator 1% and ELG1 genotoxic -1%.
For O=c1[nH]c(O)c(N=Nc2ccc(Cl)c(S(=O)(=O)Nc3ccccc3Cl)c2)c(=O)[nH]1 the results were BRCA1 expr up 2%, uPA generation 0%, p53 reactivator 25% and ELG1 genotoxic 0%.
C=CC[C@@H](CC(=O)NCCO)C(=O)N[C@@H](COC(=O)[C@@H](CC=C)CC(=O)OC(C)(C)C)Cc1ccccc1 was read as BRCA1 expr up -3%, uPA generation 12%, p53 reactivator -3% and ELG1 genotoxic -4%.
Cc1ccccc1C(=O)O[C@H]1[C@H](Cc2ccccc2)NS(=O)(=O)[C@H]2CC3C=C[C@]12O3 was read as BRCA1 expr up 0%, uPA generation 6%, p53 reactivator 3% and ELG1 genotoxic 0%.
Screening NS(=O)(=O)c1ccc(CNC(=O)c2ccc(C(=O)c3ccccc3)cc2)cc1 returned BRCA1 expr up -20%, uPA generation 7%, p53 reactivator -4% and ELG1 genotoxic -2%.
CCOC(=O)N1CCN(C(=O)c2ccc(S(=O)(=O)Nc3ccccc3)cc2)CC1 was read as BRCA1 expr up -20%, uPA generation -13%, p53 reactivator 1% and ELG1 genotoxic -1%.
CC[C@@]1(C(=O)OC)N[C@H](CN(C)C(=O)COc2ccccc2)[C@@H]2C(=O)N(Cc3ccccc3)C(=O)[C@@H]21 was read as BRCA1 expr up 0%, uPA generation 6%, p53 reactivator 2% and ELG1 genotoxic 1%.

An excerpt (hit frequency here may not be typical).
